Screens as filed in PubChem.
TIM10 inh: growth inhibitors of TIM10 yeast strain; inhibition, % at 10 µM; S. cerevisiae TIM10 strain growth, BacTiter-Glo luminescence, 24 h; 330,000 tested, 1.4% active;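 active = inhibition of 40% or more at the single tested concentration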;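 also: wild-type TIM10 isogenic control strain grown at permissive 25 °C; 0% = DMSO yeast wells and 100% = minimal medium wells without yeast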
NALP3 yeast inh: blocks the NALP3 inflammasome reconstituted in yeast | Yeast reconstituted NLRP3/ASC/caspase-1, beta-gal luminescence, 24 h | inhibition, % at 10 µM | 330,000 tested, 0.39% active | AID 2825;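 active = inhibition of 50% or more; inactive = inhibition below 50%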;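 also: plate controls were induced DMSO wells for no effect and uninduced yeast grown without galactose for full effect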
tim10-1 inh: growth inhibitors of tim10-1 mutant yeast; S. cerevisiae tim10-1 ts strain growth, BacTiter-Glo, 24 h; inhibition, % at 20 µM; 330,000 tested, 2.2% active; AID 463190;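 active = inhibition of at least 40%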;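 also: mutant grown at 25 °C; 0% = DMSO wells with yeast and 100% = wells holding no yeast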
APJ agonist: APJ receptor agonism. P35414. CHO-K1 APJ PathHunter beta-arrestin, luminescence; 0% DMSO wells, 100% apelin. activation, % at 20 µM. 330,000 tested, 0.11% active. AID 2520;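 active = activation more than six SD over the plate average, tested at 20 µM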;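 also: 0% = DMSO alone and 100% = apelin-13 at 10 nM; some results filed as inactive read as strong as hits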
Target sequence (P35414 whole entry, looked up): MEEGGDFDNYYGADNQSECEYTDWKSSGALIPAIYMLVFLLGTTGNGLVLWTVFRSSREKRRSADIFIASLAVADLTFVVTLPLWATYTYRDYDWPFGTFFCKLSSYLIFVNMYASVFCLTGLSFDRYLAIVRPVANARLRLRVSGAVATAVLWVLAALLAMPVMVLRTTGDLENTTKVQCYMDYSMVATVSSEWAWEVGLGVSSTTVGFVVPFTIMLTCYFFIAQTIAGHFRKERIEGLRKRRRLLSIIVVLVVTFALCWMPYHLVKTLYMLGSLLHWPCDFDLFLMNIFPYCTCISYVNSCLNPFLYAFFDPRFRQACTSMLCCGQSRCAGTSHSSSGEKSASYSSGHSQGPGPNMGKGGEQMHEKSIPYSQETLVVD
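system = engineered CHO-K1 APJ arrestin reporter cells | input = 1000 cells per well | timing = overnight seeding, 90 min compound at 25 °C, 1 h detection | measured by = enzyme-fragment complementation luminescence | read-out = beta-arrestin recruitment to APJ as agonist activity, luminescent signal | control set = negative DMSO alone, positive Apelin-13 at 10 nM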
MIN6 prolif: induces beta-cell replication in MIN6 cells; MIN6 cells proliferation, ATPlite luminescence, 48 h; cells starved in 0.2% serum; 100% = growth in 10% serum; proliferation, % at 10 µM; 330,000 tested, 0.29% active;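 active = compounds whose signal lies at least 3.5 SD above the mean of all wells on their plate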;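 also: 0% = DMSO-treated cells in low-serum medium and 100% = 10% serum control; some compounds called inactive have numbers as strong as hits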
NR3A LBD binder: modulators (binders) of human NR3A ligand-binding domain | NR3A LBD differential scanning fluorimetry, Tm shift; 0% = protein alone, 100% = glycine-bound protein | Tm shift relative to glycine control, % at 25 µM | 340,000 tested, 2.5% active | AID 1259313;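 active = melting temperature shift of at least 10% of the positive control shift, at one fixed dose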
tim23-1 inh: inhibits growth of tim23-1 mutant yeast; S. cerevisiae tim23-1 growth, BacTiter-Glo luminescence, 24 h; inhibition, % at 20 µM; 330,000 tested, 1.3% active;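 active = growth inhibition of the mutant yeast at or above 50%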;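 also: temperature-sensitive mutant grown at 25 °C; plate controls were DMSO-treated mutant yeast for no effect and medium wells lacking yeast for full effect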
MPTP block: permeability transition pore inhibition; 360,000 tested, 1.4% active; inhibition, % at 10 µM; isolated mouse mitochondria, Ca2+ swelling absorbance, 30 min;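 active = inhibition of 50% or more, scaled per plate between neutral and stimulator controls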;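 also: 0% = DMSO wells given calcium and 100% = 1 mM EGTA wells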
APJ antagonist: blocks the human apelin receptor APJ | 330,000 tested, 0.32% active | inhibition, % at 20 µM | AID 2521 | CHO-K1 APJ beta-arrestin complementation, luminescence;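 active = inhibition above about 40% at 20 µM, limit read from the data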;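 also: cells challenged with 10 nM apelin-13 agonist together with compound; plate controls were apelin-13 plus DMSO wells for no effect and DMSO wells lacking apelin-13 for full effect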
* hit, by the source's call; x = not tested or not shown. Rows were taken by chance (roughly 7.2% active in at least one column).

Compound,TIM10 inh,NALP3 yeast inh,tim10-1 inh,APJ agonist,MIN6 prolif,NR3A LBD binder,tim23-1 inh,MPTP block,APJ antagonist
O=S(=O)(c1ccc(Br)cc1)N1CCN=C1SCc1cccc(F)c1,-15.1,33.8,-12.5,-4.5,-4.8,0.6,1.8,0.3,2.4
COc1ccc(CNC(=O)CCc2ccc(S(=O)(=O)N3CCCCCC3)cc2)cc1,-1.1,15.0,18.4,-3.8,-6.4,-1.7,35.0,-1.2,-19.0
O=C(Nc1ccc(C2CC2(Cl)Cl)cc1)c1ccccc1Br (stereo unspecified),41.2*,15.5,32.3,0.0,0.0,-22.6,42.0,1.3,-8.4
O=C(Cn1cc(C(F)(F)F)ccc1=O)N/N=C/c1ccc(Cl)c(Cl)c1,-1.0,6.3,9.7,0.0,0.0,-9.2,3.8,0.6,-8.5
COc1ccc(OC)c(CN2CCN(C(=O)c3cccc(S(=O)(=O)Nc4ccc(C)cc4)c3)CC2)c1,13.4,11.5,-8.7,5.8,-1.0,-0.7,5.1,-1.1,-27.8
O=C(Cn1cnc2c(oc3ccccc32)c1=O)NCC1CCCO1 (stereo unspecified),12.1,-1.5,-2.8,-8.3,1.3,-2.2,-5.7,-0.2,7.1
COC(=O)[C@H](C)[C@@H]1C[C@@]1(C)[C@@H](NC(=O)OCc1ccccc1)c1ccccc1,-10.3,6.9,-3.2,-6.1,-4.1,1.3,16.3,-0.5,-54.4
O=C(Cc1coc2ccc3ccccc3c12)N1CCc2ccccc21,9.4,13.2,23.8,-2.0,-5.3,2.2,20.1,7.4,11.1
CC(OC(=O)Cn1ccccc1=O)C(=O)Nc1cc(Cl)cc(Cl)c1 (stereo unspecified),12.6,10.2,13.7,-0.7,-2.0,1.2,20.1,0.4,1.1
Cc1cccc(OCCCCCNCCO)c1,-14.9,20.9,3.1,-4.8,-2.2,1.1,4.9,0.8,1.0
Fc1ccc2c(c1)Sc1ccc(Cl)cc1CC2N1CCN(CCC2OCCO2)CC1 (stereo unspecified),1.0,45.4,-48.6,-6.1,-3.9,-1.9,-20.2,0.8,-13.4
Cc1ccc2c(=O)cc(C(=O)NC3CCS(=O)(=O)C3)oc2c1C (stereo unspecified),-1.4,14.4,16.2,0.0,1.9,1.5,3.5,-1.4,10.7

(next part)
Compound,TIM10 inh,NALP3 yeast inh,tim10-1 inh,APJ agonist,MIN6 prolif,NR3A LBD binder,tim23-1 inh,MPTP block,APJ antagonist
CCCc1ncc(C(O)(c2ccccc2)c2ccc(C)cc2)n1C (stereo unspecified),14.3,17.0,18.2,-6.8,0.2,1.8,6.2,0.5,-15.5
Cc1ccc(C(=O)NC(C)c2ccccc2)cc1Br (stereo unspecified),9.0,6.7,28.0,-0.2,0.0,-0.9,25.3,2.8,-10.2
O=C(Nc1nnc(N2CCCCCC2)s1)c1cc(-c2ccc(Br)cc2)on1,1.0,15.9,12.0,0.1,-1.1,-2.5,21.7,1.3,17.4
COc1cccc(NC(=O)c2cccc(OC)c2OC)c1,9.5,23.5,0.1,0.3,0.0,3.5,17.7,0.5,15.3
Cc1ccc(N2OC3C(=O)NC(=O)C3C2c2ccco2)cc1 (stereo unspecified),-3.2,13.9,-0.7,-3.0,-4.1,-2.1,16.0,0.7,-6.6
Cc1ccc(CNC(=O)c2sc3ccc(S(=O)(=O)N4CCCCC4)cc3c2N)cc1,21.1,-2.4,24.7,-1.1,-4.1,x,37.4,x,-11.4
CCn1nc(NS(=O)(=O)c2ccccc2)c2cc3ccc(C)cc3nc21,14.0,22.1,26.7,2.8,5.5,-1.1,36.0,0.9,-3.5
Cc1ncccc1C(=O)N1CCCC(C(=O)c2ccc3c4c(cccc24)CC3)C1 (stereo unspecified),19.2,-6.1,17.5,-1.3,0.1,-4.0,16.2,4.6,0.6
CC(=O)c1ccccc1NC(=O)COC(=O)Cc1cccc(C(F)(F)F)c1,-23.9,6.5,14.5,-2.7,-4.5,-3.0,15.1,1.5,-36.4
COC(=O)c1c(C)[nH]c(C(=O)CSc2nnnn2-c2ccccc2)c1C,-6.3,6.8,-10.3,-2.3,-1.6,0.9,-25.0,3.5,-2.9
COc1ccc(OC)c(C(=O)C2COC(=O)C2)c1 (stereo unspecified),-12.1,-0.2,10.6,0.2,0.5,0.9,5.3,0.6,13.6
Cc1ccc(Cn2c(C3CCCN3c3nc(-c4ccc(F)cc4)cs3)nc3cc(C(=O)NCCCO)ccc32)cc1 (stereo unspecified),5.8,16.4,21.9,-2.7,-7.8,-5.8,30.4,0.4,14.2

Continued.
Compound,TIM10 inh,NALP3 yeast inh,tim10-1 inh,APJ agonist,MIN6 prolif,NR3A LBD binder,tim23-1 inh,MPTP block,APJ antagonist
Cc1cccc(-c2nnc(SCC(=O)N3c4ccccc4CCc4ccccc43)n2C)c1,13.3,7.2,25.5,-0.3,0.0,-11.2,21.9,0.3,2.9
Cc1cc(=O)oc2c(C)c(OCC(=O)N3CCN(c4cccc(Cl)c4)CC3)ccc12,13.3,27.3,17.2,-2.7,-2.7,-0.4,27.8,-0.5,15.1
COc1ccc(NC(=O)CC2Oc3ccc(C)cc3NC2=O)cc1 (stereo unspecified),-11.2,6.9,-13.7,-1.5,-2.8,-1.8,4.7,-2.1,-5.3
CCCCN=c1sc(C(=O)OC)cc(=O)n1CCCC,-17.2,15.0,17.2,0.5,-0.7,-0.2,15.5,6.1,11.2
CN(C1CCCCC1)S(=O)(=O)c1ccc(NC(=O)Cn2nc(-c3ccc(F)cc3)ccc2=O)cc1,0.4,-3.3,6.6,1.3,-2.2,8.6,7.7,-13.6,-9.6
CC(C)C[C@H](NC(=O)c1nc[nH]c1C(=O)NCCNC(=O)OC(C)(C)C)C(=O)CNCCNC(=O)c1[nH]cnc1C(=O)N[C@@H](C)C(=O)OC(C)(C)C,-2.1,23.8,1.7,-3.7,-2.6,-1.8,0.8,0.8,4.6
O=C(CCc1ccccc1)N1CCCC(Nc2ccc(F)cc2)C1 (stereo unspecified),-0.2,6.6,19.6,-0.1,-3.0,0.6,24.4,0.4,-14.8
CSC[C@@H]1NC(=S)N(c2ccc(C)cc2)C1=O,13.9,-1.5,28.7,-3.5,-5.8,4.7,43.5,1.8,16.9
COC(=O)c1ccc(CSc2nnnn2C)o1,-2.7,0.5,-3.4,2.6,-1.1,3.2,10.8,0.3,-1.7
CCN(CC(=O)NCc1cccs1)C(=O)c1ccc(S(=O)(=O)N(CC)c2ccccc2)cc1,4.8,8.7,9.1,1.2,-0.8,1.9,24.2,-1.5,-2.2
Cn1c(CCNC(=O)c2ccc(F)cc2)nc2ccccc21,2.4,13.6,7.4,-4.6,-2.6,-1.2,8.4,-0.9,1.5
CCOC(=O)C1=CN(Cc2cccc(-c3ccc4c(c3)OCO4)c2)S(=O)(=O)N(C)C1C (stereo unspecified),-12.2,x,10.5,x,x,6.0,20.4,0.3,x

Next part:
Compound,TIM10 inh,NALP3 yeast inh,tim10-1 inh,APJ agonist,MIN6 prolif,NR3A LBD binder,tim23-1 inh,MPTP block,APJ antagonist
COc1ccc(CCNC(=O)c2cccc(C(=O)NCCc3ccc(OC)cc3)n2)cc1,2.4,14.0,34.3,5.6,-1.1,0.9,9.8,5.3,7.0
Cc1cccc([C@@H](NC(=O)OC(C)(C)C)C(=O)OC(C)(C)C)c1,10.0,47.5,13.6,-4.8,2.2,-2.5,26.7,-0.1,15.1
CCOC(=O)N1CCN(C(=O)CSc2nc(=O)n3cc(C)ccc3n2)CC1,5.7,16.1,11.8,-5.5,-4.0,1.2,8.9,-1.9,7.5
Fc1ccc(Nc2nc(-c3ccncc3)nc3ccccc23)cc1,15.7,10.6,18.2,-1.9,0.2,-3.7,10.1,26.8,-10.8
COc1ccc(NC(=O)CCC(=O)Nc2nnc(CC(C)C)s2)cc1Cl,-6.5,-2.7,12.7,-5.6,3.5,1.2,6.7,-1.1,-7.3
CCOC(=O)C1CCN(C(=O)c2cccc(S(=O)(=O)N3c4ccccc4CC3C)c2)CC1 (stereo unspecified),8.9,17.2,7.9,-2.4,-2.2,0.5,23.1,-0.2,1.1
O=C(OCC(=O)N1CCCC1)c1cnc(Cl)c(Cl)c1,-0.9,15.0,8.2,-1.7,-3.0,-10.1,6.2,-0.6,3.9
Cc1ccc2cc(CCNC(=O)c3ccc(S(=O)(=O)N4CCOCC4)cc3)c(=O)[nH]c2c1,11.5,20.0,3.3,3.8,-2.1,1.0,-4.0,-1.1,4.2
CC(=O)c1cccc(NC(=O)C(C)OC(=O)c2ccc(Br)o2)c1 (stereo unspecified),10.6,-0.8,-1.9,-3.6,-2.1,-3.8,5.1,-1.7,3.8
Cc1cc(-c2nnc3n2N=C(c2ccc(F)cc2)CS3)n[nH]1,7.3,-14.7,9.7,-1.1,-0.5,0.5,-8.5,0.5,-0.6
CCOc1cc(S(=O)(=O)NCc2ccc3c(c2)OCO3)c(C)cc1C,21.8,15.6,36.5,-3.9,-2.6,-1.4,-0.4,1.6,-19.2
CC1CCCCN1C(=O)CN1C(=O)CSc2ccc(S(=O)(=O)N3CCOCC3)cc21 (stereo unspecified),8.6,-0.8,-3.5,-1.5,-0.1,0.0,-2.8,-0.4,-10.8

Further compounds
Compound,TIM10 inh,NALP3 yeast inh,tim10-1 inh,APJ agonist,MIN6 prolif,NR3A LBD binder,tim23-1 inh,MPTP block,APJ antagonist
Cc1cc(C)cc(Nc2ccc3nonc3c2[N+](=O)[O-])c1,8.9,20.4,-2.8,4.6,2.8,-2.1,-1.2,3.1,-4.1
COC(=O)c1ccc(C2c3c(oc4ccccc4c3=O)C(=O)N2CCCN2CCOCC2)cc1 (stereo unspecified),2.5,10.8,-17.2,-2.8,-2.4,-0.8,9.4,-0.9,15.4
Cc1cc(C)cc(N(CC(=O)NC2CCCC2)C(=O)C2(C)CC(=O)N=C3C=CC=CN32)c1 (stereo unspecified),-4.9,2.9,-12.8,-2.5,-2.7,0.5,-11.6,0.8,-12.8
O=c1cc(-c2ccc3c(c2)OCO3)oc2ccccc12,19.1,22.8,17.1,-3.2,-2.2,-2.5,10.5,0.2,21.8
Cc1ccc(-c2csc(NC(=O)c3ccc(C)o3)n2)cc1,34.7,11.2,20.3,-2.4,0.0,-26.1,39.3,1.3,-14.4
CC(=O)OCC1=C(C(=O)O)N2C(=O)C(NC(=O)c3ccc(COc4cccc(Cl)c4Cl)o3)C2SC1 (stereo unspecified),8.9,18.6,13.2,-3.3,-1.2,-1.2,16.1,-0.7,-18.2
COc1cc(C(=O)Nc2ccn(C)n2)ccc1OC(F)F,-2.3,5.2,-10.0,-2.2,10.7,-1.6,-6.8,0.0,-6.6
CCOC(=O)CSc1ncnc2c1cnn2-c1ccc(Cl)cc1,0.1,3.0,0.8,-5.3,-0.2,-1.0,15.5,-1.4,-6.6
Cc1cccc(/C=N/NC(=O)c2ccc(NC(=O)c3ccccc3Cl)cc2)n1,-8.2,-0.1,4.5,-3.4,-1.5,-1.4,3.1,-1.5,-5.5
